ABHD5-PLIN5 inh: ABHD5-PLIN5 protein interaction inhibition. Q00G26+Q8WTS1. Split G. princeps luciferase complementation, luminescence, 4 h. inhibition, % at 4 µM. actives 0.78% (n = 360,000);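 active = inhibition above the mean inhibition across every tested compound plus 3 SD, cut at about 22% in these data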;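 also: 0% = DMSO only wells and the 100% control is not disclosed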
Glyco luc inh: blocks N-linked glycosylation in D54 reporter cells | D54 ERlucT glycosylation luciferase reporter, 24 h; percent of 100 nM tunicamycin response | reporter increase, % at 12.5 µM | AID 588692 | actives 0.23% (n = 360,000);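 active = mean luciferase reporter signal, scaled so untreated is 0 and the glycosylation-blocking control 100, at or above a set limit in every replicate; inconclusive = mean reaches the limit but not every replicate does; inactive = mean below the limit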;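 also: luciferase carries N-glycosylation sites so blocking glycosylation raises the light; 0% = median of neutral control wells and 100% = median of 100 nM tunicamycin wells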
Exocytosis inh: lytic granule exocytosis inhibition. TALL-104 LAMP-1 surface exposure, flow cytometry; cells stimulated with thapsigargin and PMA. inhibition, % at 10 µM. actives 0.66% (n = 360,000);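 active = inhibition above about 55%, limit read from the data; inconclusive = no clear call, values can overlap the other calls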
aDG glyco up: increases alpha dystroglycan glycosylation. activation, % at 10 µM. Pro5-aDG cells, alpha-DG glycosylation AlphaScreen (IIH6); 0% Pro5, 100% B10-LARGE cell signal. AID 624168. actives 0.22% (n = 360,000);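 active = activation of at least 8% versus controls, or a plate z-score of at least 8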;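 also: Pro5 are CHO cells carrying HIG-tagged alpha-DG that lacks glycosylation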
ABCB6 inh MLPCN: blocks the human ABCB6 transporter; actives 0.19% (n = 360,000); K562-ABCB6 porphyrin accumulation, flow cytometry, 1 h; active compounds read low; fluorescence ratio to DMSO, % at 10 µM; Q9NP58;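 active = fluorescence ratio to DMSO below 75%, the collection mean minus 3 SD; inconclusive = too few cells collected in the well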;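 also: signal is porphyrin accumulated inside mitochondria; 100% equals median channel fluorescence of DMSO control wells; lower ratio means ABCB6 inhibition with less porphyrin fluorescence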
H9c2 protect: modulators protecting cardiomyocytes from myocardial damage | H9c2 cardiomyocytes, H2O2 injury protection, ATPLite, 2 h | protection from H2O2 cell death, % at 20 µM | actives 0.63% (n = 360,000);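 active = compounds giving at least 50% protection of heart cells from peroxide-induced death in the single-dose screen, raw or plate-pattern-corrected value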;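 also: 0% = DMSO wells with peroxide and 100% = DMSO wells without peroxide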
MC4R antag cAMP: blocks human MC4R cAMP signaling; MC4R-expressing cells, MTII-stimulated cAMP, LANCE TR-FRET; actives 0.48% (n = 360,000); inhibition, % at 6.5 µM; P32245;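 active = inhibition above its plate's cutoff, the mean of tested wells on that plate plus 3 SD, cut at about 29% in these data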;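 also: 0% = Melanotan II alone and 100% = Melanotan II plus saturating MCL0020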
Target sequence (P32245 whole entry, looked up): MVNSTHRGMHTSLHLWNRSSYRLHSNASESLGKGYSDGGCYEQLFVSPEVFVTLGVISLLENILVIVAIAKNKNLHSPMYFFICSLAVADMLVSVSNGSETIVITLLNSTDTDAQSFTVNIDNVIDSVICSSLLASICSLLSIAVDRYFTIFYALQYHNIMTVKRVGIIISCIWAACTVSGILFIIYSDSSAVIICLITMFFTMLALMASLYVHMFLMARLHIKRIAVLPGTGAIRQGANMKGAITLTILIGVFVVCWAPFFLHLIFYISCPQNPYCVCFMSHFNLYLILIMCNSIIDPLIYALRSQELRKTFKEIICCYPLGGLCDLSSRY
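Assay system: U2OS cells stably expressing human melanocortin 4 receptor (MC4R) / Dosing: 6.5 µM / Timing: compound 30 min, challenge 1 h, detection 1 h / Measured by: Eu-cAMP/anti-cAMP TR-FRET, emission 671 nm / Replicates: singlicate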
hiPSC survival: hiPSC single-cell survival enhancement. ATPlite luminescence; 100% = ROCK inhibitor wells, 0% = DMSO. survival enhancement, % at 20 µM. actives 0.044% (n = 360,000); in the data active = survival enhancement above about 18%;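 also: cells exposed to compounds for 16 hours before the ATP read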
m5-HT2A agonist: agonists of mouse serotonin 5-HT2A receptor (HTR2A) | AID 624169 | P35363 | activation, % at 7.6 µM | actives 0.66% (n = 360,000) | CHO-K1 mHTR2A beta-arrestin complementation, luminescence; percent of 30 µM serotonin response;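 active = activation above a run cutoff, the mean activation of all tested compounds plus 3 SD, cut at about 14% in these data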;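 also: 0% = plate median of compound wells and 100% = 30 µM serotonin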
Target sequence (P35363 whole entry, looked up): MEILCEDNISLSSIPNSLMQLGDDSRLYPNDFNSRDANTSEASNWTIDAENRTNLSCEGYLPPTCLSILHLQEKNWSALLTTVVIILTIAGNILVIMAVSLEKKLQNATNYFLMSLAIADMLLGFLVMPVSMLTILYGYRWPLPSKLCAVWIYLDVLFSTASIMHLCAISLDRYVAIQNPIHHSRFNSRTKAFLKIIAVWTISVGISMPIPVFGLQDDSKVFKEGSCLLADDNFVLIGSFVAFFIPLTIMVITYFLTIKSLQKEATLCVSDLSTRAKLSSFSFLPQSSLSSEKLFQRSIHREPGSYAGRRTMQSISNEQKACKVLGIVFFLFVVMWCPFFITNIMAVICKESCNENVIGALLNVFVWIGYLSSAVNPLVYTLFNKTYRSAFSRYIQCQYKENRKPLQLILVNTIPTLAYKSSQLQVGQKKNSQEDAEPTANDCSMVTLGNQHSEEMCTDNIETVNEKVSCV
MC4R barr agon: agonists of human melanocortin 4 receptor (MC4R) beta-arrestin. P32245. U2OS MC4R beta-arrestin complementation, luminescence; percent of melanotan II response, DMSO zero. activation, % at 8.9 µM. actives 0.98% (n = 360,000). AID 540308;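 active = activation above a per-plate cutoff, the mean activation of sample wells on that plate plus 3 SD, cut at about 8% in these data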
Starred values were filed as active, the others as inactive; ? = inconclusive; nt = no result given.

SMILES	ABHD5-PLIN5 inh	Glyco luc inh	Exocytosis inh	aDG glyco up	ABCB6 inh MLPCN	H9c2 protect	MC4R antag cAMP	hiPSC survival	m5-HT2A agonist	MC4R barr agon
COc1ccc(N(CC(=O)N2CCN(c3ccc(Cl)cc3)CC2)S(=O)(=O)c2c(C)n[nH]c2C)cc1	-2	1	-3	0.5	89	10	-4	0.0	4	1.0
CCCc1c(NC(=O)Nc2ccc(Cl)cc2Cl)cnn1-c1ccccc1	-1	-11	17	0.1	95	-3	9	-0.4	-6	9.2*
NS(=O)(=O)c1ccc(CNC(=O)c2cc(-c3cccnc3)nc3ccc(Br)cc23)cc1	7	nt	11	0.0	96	22	6	0.6	5	3.1
O=C(NCCCn1ccnc1)c1cc(C(=O)C2CCCCC2)c[nH]1	-3	-1	-4	-0.1	102	-5	1	0.6	-12	0.5
O=C(OCCCc1cc2ccccc2c(=O)o1)c1ccc(C(F)(F)F)cc1	-6	1	2	0.1	95	-7	-1	-1.0	5	1.2
CC1(C)CC(=O)C(C=NCC(O)c2ccccc2)=C(O)C1 (stereo not drawn)	3	0	2	-0.1	99	5	9	-1.3	1	-1.5
Cc1ccc(-n2c(Cc3ccccc3)nnc2SCC(=O)NNC(=O)Cc2ccccc2)cc1	13	0	-1	-0.3	85	-2	-2	-1.1	5	1.3
CC(C)(C)OC(=O)N1CCN(CCNC(=O)c2ccccc2)CC1	3	0	3	0.0	100	2	13	-0.8	-5	-1.7
CN(C(=O)COC(=O)CCC(=O)c1ccc(Cl)cc1)c1c(N)n(Cc2ccccc2)c(=O)[nH]c1=O	2	0	6	0.2	99	-4	-5	0.0	10	-3.2
O=C(O)CC(SCC(=O)Nc1ccc(S(=O)(=O)N2CCCC2)cc1)C(=O)O (stereo not drawn)	2	1	1	0.3	92	-4	16	-1.0	0	2.7
O=C(CSc1nnc(Cc2ccccc2)o1)NCCc1ccccc1	1	0	-2	0.2	98	3	8	1.1	0	1.8
O=C(CN1C(=O)C2CCCCC2C1=O)N1CCN(c2ccc(F)cc2)CC1 (stereo not drawn)	-5	-3	1	-0.1	99	-9	6	-0.9	5	-7.0
Cn1c(SCC(=O)NCc2cccs2)nnc1-c1cccs1	-5	nt	0	-0.1	96	9	6	-1.1	3	-0.1
CC(C)c1ccc(N2CC(C(=O)Nc3nccs3)CC2=O)cc1 (stereo not drawn)	-1	1	1	0.2	93	-2	12	1.5	1	-1.6
COc1cccc(NC(=O)CN(C)C(C)C(=O)N2CCCC2)c1 (stereo not drawn)	-7	0	-2	-0.2	95	4	-2	-0.1	-2	-0.8
O=C(COC(=O)c1ccccc1Br)Nc1cc(S(=O)(=O)N2CCOCC2)ccc1N1CCCC1	2	2	-1	0.3	95	11	9	0.8	-3	-3.9
CCOC(=O)C1(CC2CCCCO2)CCN(C(=O)Nc2ccc3c(c2)OCO3)CC1 (stereo not drawn)	-10	1	0	-0.2	101	4	21	0.7	2	-0.3
CN(C(=O)COc1ccc(Cl)cc1Cl)c1nnc(C23CC4CC(CC(C4)C2)C3)s1	-4	1	-12	-0.1	94	-6	1	0.8	-4	-1.1
C=C(C)[C@@H]1CC=C(CN2CCC(CCOC)(C(=O)OCC)CC2)CC1	-6	-1	8	0.4	92	-7	11	-2.7	5	-2.2
O=C(Nc1nc(-c2cccc3ccccc23)cs1)c1ccc2c(c1)S(=O)(=O)c1ccccc1C2=O	-2	-1	0	-0.1	101	20	1	-0.5	-2	1.6
CC1CN(C(=O)CCC(=O)NCCCc2ccccc2)c2ccccc2O1 (stereo not drawn)	-10	0	-2	0.3	100	-1	9	7.6	-6	-1.2
CCOc1ccc(NC(=O)C2C(c3ccccc3)C2(Cl)Cl)cc1 (stereo not drawn)	-5	2	81*	0.1	101	-7	2	-0.5	-1	5.9
O=C(Nc1ccc(N2CCOCC2)nc1)c1ccc(Cl)cc1	2	-1	2	0.0	89	3	2	6.7	-1	-1.0
Nc1ccc(S(=O)(=O)Nc2nccs2)cc1	3	3	-6	-0.1	98	0	0	3.1	5	-0.2
CCN(Cc1ccncc1)C(=O)C1CCC(=O)N(Cc2ccc(Cl)cc2)C1 (stereo not drawn)	2	2	-4	0.0	85	1	5	-0.2	4	-0.7
C=CCOc1c(Cl)cc(CNc2nccs2)cc1OC	-7	0	-1	0.2	92	14	5	0.3	2	-2.6
CC(C)(C)OC(=O)N1CCC[C@H]1C(=O)N/N=C/c1cccc2nccnc12	4	2	-4	0.0	96	-1	9	-0.6	1	0.2
Cc1ccc(S(=O)(=O)CC(=O)N2CC(C)OC(C)C2)cc1 (stereo not drawn)	-4	2	-15	0.0	87	4	2	-0.6	2	0.6
CCN(CC)CCCNc1ccc2ncn3c4ccc(O)cc4c(=O)c1c23	-52	81*	-4	-0.3	930	-1	-26	-4.7	-2	-0.4
CCOc1ccc(C(C)=O)cc1Cn1c(=O)oc2ccccc21	1	-2	?	0.4	94	0	-7	-0.5	-2	-1.9
COc1ccc(CC(=O)OCC(=O)Nc2ccc(F)cc2)cc1	-4	1	-4	0.1	102	4	6	0.5	7	-0.4
COC(C(=O)Nc1ccccc1C(=O)N1CCOCC1)c1ccccc1 (stereo not drawn)	-1	-1	1	-0.1	90	4	5	-0.3	0	-0.1
CCOC(=O)Cn1nc(NC(=O)c2cc(OC)cc(OC)c2)cc1C	2	3	5	-0.2	102	8	12	-0.7	2	0.7
Cc1ccccc1CN(c1ccc(C(N)=O)cc1)S(C)(=O)=O	2	2	4	0.0	98	5	1	-1.2	1	1.8
Cc1cc(C)n2nc(C(=O)Oc3ccc4c(c3)OCO4)nc2n1	2	0	-2	-0.1	101	10	5	0.1	-1	0.4
CC(C)C[C@H](NC(=O)N1CCn2c1nc1ccccc12)C(=O)NCc1ccc2c(c1)OCO2	-11	1	0	0.2	108	0	12	-0.1	-3	0.0
Cn1cccc1CNCC(O)c1ccccc1 (stereo not drawn)	8	0	8	-0.1	108	7	5	-0.5	4	-0.1
O=C(C[n+]1ccccc1)Nc1nc2ccccc2s1	-7	-1	-3	-0.1	101	0	-4	-0.2	3	-2.2
COc1ccc(Nc2nc3ccccc3n3cnnc23)cc1	8	0	-5	-0.2	101	23	-6	-0.2	-1	2.2
CCCCCCP(=O)(O)c1ccccc1	-5	0	-13	0.0	93	2	2	0.1	-2	-1.9
Cc1cccc(C)c1-n1nnnc1-c1nc2cc3ccccc3cc2[nH]c1=O	-1	nt	16	0.0	138	nt	nt	-1.3	4	nt
O=C(CCS(=O)(=O)Cc1cccc(Cl)c1)NCCc1ccccc1	-4	1	-2	0.1	98	3	-3	-0.3	-2	-2.5
CC(c1ccccc1)N1C(=O)OC(C)(C)C1(C)O (stereo not drawn)	1	3	1	-0.1	97	1	2	-0.1	-5	-1.2
CCn1c(CNC(=O)C2CCCCC2)cc2ccccc21	-1	-1	-4	0.0	97	4	10	1.5	1	-0.4
CC1CCN(Cc2nnnn2-c2ccc(Cl)cc2)CC1	-4	-1	-1	0.1	92	0	5	-0.5	3	-1.5
CCCCN(C)CCNC(=O)CN1C(=O)CSc2ccc(S(=O)(=O)N3CCOCC3)cc21	3	0	1	0.1	97	4	-1	-0.3	5	-0.4
CN1CCN(NC(=O)c2ccc(Cl)c([N+](=O)[O-])c2)CC1	3	1	1	-0.2	83	11	-2	-0.9	1	-0.1
Cc1ccc(S(=O)(=O)N2CCN(C(=O)COC(=O)COc3ccccc3)CC2)cc1	1	1	-4	0.1	90	-8	6	3.8	9	0.9
COc1ccc(-n2c(SCC(=O)N/N=C(\C)c3cccnc3)nc3ccccc3c2=O)cc1	-8	-6	2	0.0	94	37	8	-0.4	-3	-2.1
COc1ccc(-c2ccc(-c3cc(=O)oc4cc(OC)c(OC)c(OC)c34)cc2)cc1F	-3	-1	-3	-0.1	97	-10	4	8.1	6	-0.1
(next part)
SMILES	ABHD5-PLIN5 inh	Glyco luc inh	Exocytosis inh	aDG glyco up	ABCB6 inh MLPCN	H9c2 protect	MC4R antag cAMP	hiPSC survival	m5-HT2A agonist	MC4R barr agon
O=c1ccn(Cc2ccccc2Cl)cc1	2	1	-2	0.0	104	4	5	0.3	0	0.8
CCc1nnc(NC(=O)C2CC(=O)N(Cc3ccco3)C2)s1 (stereo not drawn)	-6	2	1	0.1	97	8	1	1.5	0	-1.3
COc1ccc(CNC(=O)c2csc(Cc3ccc(OC)cc3)n2)cc1	-2	-2	-1	0.1	96	-8	3	0.9	-2	-0.3
O=C(NCc1ccc2c(c1)OCO2)c1cccc(Cl)c1	0	0	-1	-0.1	108	9	6	-0.6	5	0.1
CC(C)N1CCN(Cc2ccc(C#CC(C)(C)O)s2)CC1CCO (stereo not drawn)	6	-2	5	-0.2	77	5	0	-2.5	2	1.8
O=C(O)c1cccc(Oc2ccc(C(=O)O)c([N+](=O)[O-])c2)c1	6	1	7	-0.2	102	-1	13	-1.6	-5	-1.9
O=C(CN1CCN(c2ccccc2O)CC1)Nc1ccc2c(c1)OCCCO2	-2	0	2	-0.1	97	5	9	0.4	-6	-1.3
COc1ccc(Nc2cc(C)nc3ncnn23)cc1	-2	2	-1	0.9	105	-1	0	0.2	-1	-0.2
CCc1ccc(OCc2nnc(SCC(=O)N3CCOCC3)o2)cc1	-5	0	0	-0.2	92	-2	6	-0.2	2	-0.4
Cc1cc(C)n2c(SCc3ccc(Cl)cc3Cl)nnc2n1	-6	-2	-3	0.5	86	-13	-8	9.4	0	0.9
Cc1cc(C)n(-c2ccc(Cl)c(C(=O)OCC(N)=O)n2)n1	-5	1	-1	-0.1	103	12	5	-1.2	2	0.2
O=C(NC1CCS(=O)(=O)C1)c1cccc(S(=O)(=O)N2CCCCC2)c1 (stereo not drawn)	-4	3	-2	0.2	95	5	0	0.7	1	-1.3
CCN(CC(=O)Nc1ccccc1OC)C(=O)CN1C(=O)NC(C)(c2ccc3ccccc3c2)C1=O (stereo not drawn)	6	3	1	0.3	101	2	4	-2.8	-1	-0.5
Cc1cccc(C)c1NC(=O)CSc1nnnn1C	4	1	-2	0.0	98	4	4	0.7	5	-1.1
Cn1c(=O)c2c(nc(NCc3ccccc3)n2C)n(C)c1=O	4	0	-1	0.0	101	49	1	-0.9	-2	-2.6
O=C(COC(=O)c1ccccc1-n1cnnn1)c1ccc(Br)cc1	3	-11	0	-0.2	94	-6	-2	-0.4	-7	-2.2
COc1cc2ccc(C(C)=NNC(N)=S)cc2cc1OC	-10	12	-2	0.8	230	9	-7	-2.3	6	-1.3
Cc1ccc(C(=O)N(Cc2nc(-c3ccc(C)cc3)no2)C(C)C)cc1	-2	-1	4	0.0	98	-14	12	0.6	-9	2.3
Cn1cnc(S(=O)(=O)N2CCCCC2c2cc(C(=O)Nc3cccc(C#N)c3)no2)c1 (stereo not drawn)	-5	3	-1	0.1	101	8	4	-0.4	-3	0.0
CCC1C(=O)N=C(SCC(=O)Nc2ccc(Br)cn2)NC1=O (stereo not drawn)	-3	1	-1	0.1	103	1	6	-2.3	6	-3.2
